High-throughput results deposited in PubChem by The Scripps Research Institute Molecular Screening Center.
OXTR potentiator – human OXTR potentiators, primary screen, fluorescence, CHO-OTR cells, Fluo-8 calcium; Fluo-8 calcium fluorescence, potentiator mode; 0% = oxytocin EC15, 100% = EC100; activation, % at 3 µM; hit rate 0.061% among 320,000; AID 2445, 2010;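 active = activation above that plate's cutoff, the mean activation of tested compounds plus 3 SD, cut at about 6.6% in these data, passing the limit was not always enough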;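 also: 100% uses oxytocin at 75 nM as the full agonist control; some results filed as inactive read as strong as hits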
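Assay system: CHO cell line stably expressing human OTR | Also added: Oxytocin at about EC15, sub-maximal agonist stimulus | Times: Compound 6 min at room temperature before oxytocin, 100 s read | Measured by: Fluo-8 intracellular calcium fluorescence, ex 470-495, em 515-575 nm | Controls: EC15 oxytocin alone as 0%, 75 nM oxytocin as 100%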
CHO parental Ca – ATP-evoked calcium signal inhibitors, parental CHO, primary screen, counter-screen for OX1R antagonist project, cell-based, fluorescence, Fluo-8 calcium dye. parental CHO-K1, ATP-induced calcium, Fluo-8 fluorescence. inhibition, % at 5.6 µM. hit rate 0.63% among 330,000. AID 463079, 2010;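 active = inhibition above that plate's mean sample inhibition plus 3 SD, cut at about 26% in these data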;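 also: 0% = ATP-challenged DMSO wells and 100% = DMSO wells without ATP; some compounds past the cut are filed as inactive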
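Material: parental CHO cells / Compound: single nominal dose of 5.6 µM per compound / Signal: Fluo-8 fluorescence / Replicates: singlicate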
TAAR1 antag – human TAAR1 antagonists, primary screen, Fluo-8 calcium fluorescence, CHO RD-HGA16 cells | Trace amine-associated receptor 1 (Homo sapiens), Q96RJ0 | AID 624466, 2012 | hit rate 1.5% among 360,000 | inhibition, % at 3 µM | antagonist;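 active = inhibition above a per-plate cutoff, the mean inhibition of test compounds on that plate plus 3 SD, cut at about 49% in these data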;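 also: 0% = DMSO plus EC80 beta-PEA response and 100% = DMSO alone without agonist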
Target sequence (Q96RJ0 whole entry, looked up): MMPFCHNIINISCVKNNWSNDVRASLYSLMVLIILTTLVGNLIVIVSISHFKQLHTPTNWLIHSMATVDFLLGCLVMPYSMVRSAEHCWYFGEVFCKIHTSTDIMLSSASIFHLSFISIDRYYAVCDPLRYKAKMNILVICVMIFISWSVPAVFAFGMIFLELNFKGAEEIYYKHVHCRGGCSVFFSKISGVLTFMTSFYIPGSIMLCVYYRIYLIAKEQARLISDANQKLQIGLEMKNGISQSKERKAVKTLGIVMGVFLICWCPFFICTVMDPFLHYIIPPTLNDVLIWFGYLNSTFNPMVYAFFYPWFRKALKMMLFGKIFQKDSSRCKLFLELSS
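test system = CHO RD-HGA16 cells bearing hTAAR1 | replication = singlicate | controls = DMSO-only wells and EC80 β-PEA-stimulated wells | reagent = EC80 β-phenethylamine stimulus | read-out basis = percent inhibition of PEA-evoked calcium signal, max/basal emission ratio | schedule = seeding 17-24 h prior, 75-min 37 °C, 30-min RT dye loading | signal = kinetic Fluo-8 calcium fluorescence measurement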
OXTR ag – human OXTR agonists, primary screen, fluorescence, CHO-OTR cells, Fluo-8 calcium; Oxytocin receptor (Homo sapiens), P30559; Fluo-8 calcium fluorescence; normalized: DMSO 0%, oxytocin 100%; activation, % at 3 µM; hit rate 0.32% among 320,000; AID 2435, 2010;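 active = activation above the mean of all tested compounds plus 3 SD, cutoff set per screening run, cut at about 20% in these data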;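 also: peak over basal fluorescence ratio from a 100 s FLIPR kinetic read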
M1 PAM – human M1 muscarinic receptor positive allosteric modulators, primary screen, CHO-K1 cells, Fluo-8 calcium fluorescence, 1536-well | hit rate 0.088% among 360,000 | Muscarinic acetylcholine receptor M1 (Homo sapiens), P11229 | CHO-K1 hM1, ACh EC20; 0% = ACh EC20, 100% = maximal ACh | activation, % at 3 µM; in the data active = activation above about 19%, passing the limit was not always enough
Target sequence (P11229 whole entry, looked up): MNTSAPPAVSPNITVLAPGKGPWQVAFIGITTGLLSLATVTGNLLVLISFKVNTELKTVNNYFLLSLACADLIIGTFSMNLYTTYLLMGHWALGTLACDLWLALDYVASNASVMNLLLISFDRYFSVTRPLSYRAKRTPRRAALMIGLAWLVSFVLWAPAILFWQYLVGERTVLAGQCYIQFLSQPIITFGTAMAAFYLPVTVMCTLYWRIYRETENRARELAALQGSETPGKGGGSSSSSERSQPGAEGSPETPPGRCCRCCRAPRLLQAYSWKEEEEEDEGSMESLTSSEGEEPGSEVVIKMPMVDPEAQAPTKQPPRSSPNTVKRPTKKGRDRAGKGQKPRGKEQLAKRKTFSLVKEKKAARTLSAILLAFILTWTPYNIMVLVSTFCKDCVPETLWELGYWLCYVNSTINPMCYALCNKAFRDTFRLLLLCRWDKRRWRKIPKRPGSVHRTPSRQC
V1R ag counter – agonists of human V1a receptor, primary screen, counter-screen for OXTR agonist project, fluorescence, CHO-V1R cells; Fluo-8 calcium fluorescence, agonist mode; 0% DMSO, 100% 3 nM vasopressin; activation, % at 3 µM; hit rate 0.25% among 320,000; AID 2797, 2010;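 active = activation above the mean activation of all tested compounds plus 3 SD, per screening run, cut at about 20% in these data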;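 also: signal is peak over basal fluorescence ratio across a 100 second FLIPR read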
M1 ag – human M1 muscarinic receptor agonists, primary screen, Fluo-8 calcium fluorescence, CHO-K1 cells, HTS. hit rate 0.33% among 360,000. CHO-K1 hM1, agonist mode; 0% DMSO, 100% acetylcholine EC100. AID 588814, 2011. activation, % at 3 µM. Muscarinic acetylcholine receptor M1 (Homo sapiens), P11229;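 active = activation above the run's mean compound activation plus 3 SD, cut at about 16% in these data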;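 also: peak over basal fluorescence ratio within a 140 s kinetic read after compound addition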
M1 antag – human M1 muscarinic receptor antagonists, primary screen, CHO-K1 cells, Fluo-8 calcium fluorescence, 1536-well | Muscarinic acetylcholine receptor M1 (Homo sapiens), P11229 | CHO-K1 hM1, ACh EC80 antagonist | inhibition, % at 3 µM | hit rate 1.3% among 360,000;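 active = percent inhibition above its own plate's cutoff, namely the mean of that plate's compound wells plus 3 SD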;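 also: peak over basal fluorescence ratio during 140 s after agonist addition; 0% = ACh EC80 plus DMSO and 100% = DMSO alone without agonist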
TAAR1 ag – human TAAR1 agonists, primary screen, Fluo-8 calcium fluorescence, CHO RD-HGA16 cells; hit rate 0.99% among 360,000; activation, % at 3 µM; vehicle wells 0%, saturating PEA agonist 100%; Trace amine-associated receptor 1 (Homo sapiens), Q96RJ0;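 active = activation above the mean activation of all test compounds in the run plus 3 SD, cut at about 38% in these data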
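Assay system – CHO-derived RD-HGA16 cells with stable Gα16 and human TAAR1 · Compound dosing – one-point dosing at 3 µM (nominal) · Incubation – 17-24 h seeding, 75 min 37 °C dye, 30 min RT · Measured by – kinetic Fluo-8 calcium fluorescence · Control set – DMSO vehicle as 0%, PEA at EC100 as 100% · Repeats – single well for each compound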
Numbers without * were called inactive; nt = no result given.

SMILES	OXTR potentiator	CHO parental Ca	TAAR1 antag	OXTR ag	M1 PAM	V1R ag counter	M1 ag	M1 antag	TAAR1 ag
Cc1nc2ncc(Br)cc2[nH]1	-6	-3	-1	-0.1	0	0.9	-1	6	3
Cc1cccc(NC(=O)Nc2ccc(C)c(C)c2)n1	-13	-26	0	-0.3	-1	0.4	0	-22	10
O=C(CNC(=O)c1ccc(Cl)cc1Cl)OCCOc1ccccc1F	-1	-24	-22	-1.9	-5	-0.8	-4	16	-2
Cc1cccc(NS(=O)(=O)c2csc(C(N)=O)c2)c1C	-6	-4	4	2.1	5	4.1	-1	-3	2
CCOC(=O)C1CCN(C(=O)c2ccccc2NC(=O)c2ccc(Br)cc2)CC1	-1	-13	9	-2.0	10	-0.5	-11	-3	-1
Cc1cc(C)c(C)c(S(=O)(=O)N2CCNCC2)c1C	-3	-6	7	0.6	-1	0.2	-12	-8	3
Cc1ccc(N2C(=O)C3C4C=CC(CNC(=S)Nc5ccc(Cl)cc5)(O4)C3C2=O)cc1 (configuration not stated)	-13	-7	15	4.5	-5	4.0	-4	15	14
O=[N+]([O-])c1ccc(S(=O)(=O)N2CCC3(CC2)OCCN3S(=O)(=O)c2cccs2)cc1	-10	-3	-10	1.2	-1	0.3	-2	-1	5
CCC(C)(C)NC(=O)c1ccc2c(c1)S(=O)(=O)c1ccccc1C2=O	-5	-22	17	-2.0	4	-0.6	-3	-13	11
O=[N+]([O-])c1ccc(-c2nc3ccc([N+](=O)[O-])cc3[nH]2)cc1	-21	13	15	11	7	8.9	8	-24	12
CC1CCCCC1NC(=O)Cn1nnc2ccccc2c1=O (configuration not stated)	-5	4	-8	0.9	3	0.3	0	-5	1
Cn1c(=O)[nH]c(=O)c2c1nc(N1CCN(C(c3ccccc3)c3ccccc3)CC1)n2CCO	nt	nt	12	nt	-1	nt	-8	4	8
Cc1ccc(C)c(NC(=O)NC2CCCCCCC2)c1	2	-10	-14	-1.0	7	0.1	2	-2	1
CCc1nc(N)c(C#N)c(-c2cccc3ccccc23)c1C	-4	-15	4	-1.1	11	12	-4	-6	1
COc1ccccc1NC(=O)c1cccc(S(=O)(=O)N2CCN(Cc3ccccc3)CC2)c1	-5	-19	16	-0.7	-6	0.9	-5	8	1
COc1ccc(CCNC(=O)CCSc2nc(-c3ccco3)cc(C(F)(F)F)n2)cc1	-12	-8	2	-1.1	-3	3.6	-1	4	-2
COc1ccc(C(=O)COC(=O)C2COc3ccccc3O2)cc1F (configuration not stated)	-7	-9	-12	1.4	12	2.1	-3	-12	4
COc1ccccc1NC(=O)N[C@@H](Cc1c[nH]c2ccccc12)C(=O)NN	nt	nt	-2	nt	5	nt	-2	-7	-1
CCOc1ncccc1C(=O)N(CC)CC(=O)NCc1ccc(Cl)cc1	5	-14	-3	0.8	-2	-0.8	-3	1	-1
O=C(c1ccc(Cl)c(Cl)c1)N1CCC(=O)N(C(COCc2ccc(Cl)cc2)Cc2ccccc2)CC1 (configuration not stated)	-11	-24	10	-0.5	7	0.2	-2	6	3
O=C(C1CCN(S(=O)(=O)c2ccccc2)CC1)N1CCc2ccccc21	-8	-18	-8	0.8	20	3.7	1	-12	9
CSc1ncccc1C(=O)NC1CCCCCC1	-8	-2	-12	-0.7	0	1.7	-3	3	13
COc1ccc(NC(=O)c2sccc2C)c([N+](=O)[O-])c1	-17	9	12	-1.4	-1	-1.5	-6	-2	-1
Cc1ccc(S(=O)(=O)CCc2nc3ccccc3n2CCC#N)cc1	-7	-20	-17	-2.0	6	-0.7	-5	-7	9
COc1ccc(-c2noc(N3CCC(C(=O)N4CCN(c5ccccn5)CC4)CC3)n2)cc1	-23	11	36	11	-11	13	3	11	17
(listing goes on)
SMILES	OXTR potentiator	CHO parental Ca	TAAR1 antag	OXTR ag	M1 PAM	V1R ag counter	M1 ag	M1 antag	TAAR1 ag
CC(C)Sc1nc2ccccc2n1CC(=O)NCc1ccc2c(c1)OCO2	0	-19	32	-1.3	-9	-1.0	-1	5	12
Cc1nn(-c2ccccc2)c(Cl)c1C(=O)OCC(=O)N(C)c1c(N)n(Cc2ccccc2)c(=O)[nH]c1=O	-3	-30	-9	-0.6	3	-0.3	-3	-9	3
CCCCSc1nnc2n(CCc3ccccc3)c(=O)c3c4c(sc3n12)COC(C)(C)C4	-20	-4	-4	-0.4	7	0.6	1	-12	3
O=C(CN(Cc1cccs1)C(=O)CNS(=O)(=O)c1ccc(F)cc1)NCc1ccco1	-14	-22	-3	-0.4	8	0.6	0	-39	7
CSc1ncccc1C(=O)OCC(=O)N(C)C1CCS(=O)(=O)C1 (configuration not stated)	-6	4	-15	-0.1	0	0.9	-2	-1	-2
NC(=S)n1[nH]c(-c2ccccc2)c(N=Nc2ccccc2C(=O)N2CCOCC2)c1=O	-18	-9	-3	-0.5	6	-0.4	-7	1	4
CCCCC(=O)Nc1nnc(SCC(=O)NC2CC2)s1	-4	-5	1	0.3	6	0.6	0	-11	0
CC(C)(C)C1CCc2c(C(=O)NNC(=O)CCC(=O)O)csc2C1 (configuration not stated)	-8	-7	4	-0.8	2	0.5	-3	-11	0
O=C(NCCS(=O)(=O)N1CCN(Cc2ccccc2)CC1)c1ccc(F)cc1	4	-22	-22	-0.2	-1	-0.2	-4	4	1
CCN(CC)C(=O)CCc1nc2sc3c(c2c(=O)[nH]1)CCCC3	-8	-10	16	1.5	0	0.2	-5	1	17
COc1ccccc1C(c1nnnn1C(C)(C)C)N1CCCCCC1 (configuration not stated)	-3	-21	-16	-2.4	6	-1.5	-13	-4	4
O=C(Nc1ccc(F)cc1)Nc1ccccc1NS(=O)(=O)c1cccs1	-18	0	13	12	-13	15	3	10	14
CC1CCN(Cc2csc(N)n2)CC1	4	-1	-2	1.3	-5	0.1	-3	13	0
Cc1cc(C)n2nc(C(=O)NC(c3ccccc3)c3ccccc3)nc2n1	-22	-6	-19	-0.4	5	-0.2	-3	0	0
Cc1ccc(N(C(=O)c2snc(C(N)=O)c2N)C(C(=O)NC2CCCC2)c2ccc(C)o2)cc1 (configuration not stated)	-14	-33	38	-1.8	4	0.4	-1	4	6
O=C(COC(=O)c1ccc(Cl)c([N+](=O)[O-])c1)NC1CCCC1	-5	-8	4	-0.2	-8	0.3	-5	10	1
CN(CCOc1ccc(Br)cc1)CC(O)COc1ccc(C#N)cc1 (configuration not stated)	-13	-6	-5	12	-20	14	-10	23	9
COC(=O)c1cc2n(n1)CCN(Cc1ccccc1F)C2=O	-1	1	4	0.0	1	0.1	0	-28	10
CC1(C(=O)NS(=O)(=O)c2ccc(Cl)s2)CCN1C(=O)Cc1cc(F)ccc1F (configuration not stated)	nt	nt	-5	nt	6	nt	0	-8	0
CC(Sc1nc2c(cc1C#N)CCCCC2)C(=O)O (configuration not stated)	-8	-14	1	0.4	nt	0.4	nt	nt	2
CC(C)NS(=O)(=O)c1ccc(OCC(=O)N2CCCC2)c(Cl)c1	2	-8	16	-0.2	6	0.4	-2	-9	12
CN(CC(=O)Nc1ccc(Cl)c(C(F)(F)F)c1)C(=O)CCNC(=O)c1ccco1	-5	-17	6	-0.2	10	-1.1	-4	-13	5
O=C(NC1CC1)c1cccc(Nc2ccc(-c3ccc4c(c3)OCCO4)nn2)c1	-7	-17	48	3.6	-12	3.1	1	22	14
CCCNC(=O)C1(C)CCN(Cc2ccc(OC)c3ccccc23)C1 (configuration not stated)	nt	nt	-30	nt	0	nt	-5	3	2
Cc1ccc(S(=O)(=O)N(C)c2ccc(OC(=O)CN3C(=O)NC4(CCCC4)C3=O)cc2)cc1C	-15	2	82*	2.4	-10	8.2	0	19	13
Next part:
SMILES	OXTR potentiator	CHO parental Ca	TAAR1 antag	OXTR ag	M1 PAM	V1R ag counter	M1 ag	M1 antag	TAAR1 ag
Cc1cc(=O)n2c3ccccc3n(CC(O)CN3CCCC3)c2c1C#N (configuration not stated)	4	-19	-22	0.0	-11	0.4	-8	11	1
CCC(Cc1ccccc1)NS(=O)(=O)c1ccc2c(c1)NC(=O)CS2 (configuration not stated)	-9	-17	-4	-2.5	-6	-0.6	-2	12	0
CCCc1nnc(SCC(=O)N2C(C)CCCC2C)n1CC1CCCO1 (configuration not stated)	-4	-4	-8	0.3	1	0.0	5	-6	4
Cc1cc(C)cc(NC(=S)NCc2ccc3c(c2)OCO3)c1	-9	-18	-8	0.4	-1	3.2	-3	-19	1
CN(c1ccccc1)C(c1ccc(F)cc1)c1nnnn1C1CCCC1 (configuration not stated)	-1	3	-17	-2.9	5	-0.9	-7	-19	6
CCc1cccc(C)c1NC(=O)CSc1nc(C)c(C)o1	-7	-10	-30	-1.2	11	-1.0	-1	-9	2
COc1ccccc1C(=O)Nc1ccc2nc3n(c(=O)c2c1)CCCC3	-15	-1	-5	-1.2	3	1.9	-3	-10	1
COc1cc2c(cc1NCc1ccccn1)oc1ccccc12	-12	-17	-12	-0.5	1	-0.4	0	1	2
CC1C(c2ccc3c(c2)OCO3)c2cc3c(cc2OC1N1CCOCC1)OCO3 (configuration not stated)	nt	nt	-14	nt	12	nt	2	-18	5
Cc1ccccc1S(=O)(=O)NC(=O)C1(C)CCN1C(=O)C(C)(C)c1ccccc1 (configuration not stated)	nt	nt	7	nt	3	nt	-2	-7	1
COC(=O)C1=C(N)Oc2cc(N(C)C)ccc2C1c1ccccc1OC (configuration not stated)	-14	-16	-7	-2.2	4	-0.7	0	4	13
COc1ccc(C=C(c2ccc(OC)cc2)c2ccc(OC)cc2)cc1	-22	-23	-5	0.1	3	-0.1	-1	-5	0
COCC(=O)Nc1ccc2c(c1)OCC(=O)N2Cc1ccc(C)cc1	1	-2	-6	1.0	2	4.1	4	-8	4

Complete entries as entered above. Order of screens: OXTR potentiator, CHO parental Ca, TAAR1 antag, OXTR ag, M1 PAM, V1R ag counter, M1 ag, M1 antag, TAAR1 ag
Results for CCc1cccc(C)c1NC(=O)CSc1nc(C)c(C)o1 = -7, -10, -30, -1.2, 11, -1.0, -1, -9, 2
Results for COc1ccc(C=C(c2ccc(OC)cc2)c2ccc(OC)cc2)cc1 = -22, -23, -5, 0.1, 3, -0.1, -1, -5, 0
